Compound activity as filed in PubChem BioAssay.
RNase H inhibition – RNase H inhibition, HIV 1 Gag Pol polyprotein, FRET biochemical assay, screening (AID 372); inhibition, % at 10 µM; hits with a dose series show IC50 in µM; 100,000 compounds, 0.77% hits; HIV-1 RT RNase H, FRET RNA/DNA substrate fluorescence; higher % means a stronger effect; in the data active = inhibition above about 50%
Starred values were filed as active, the others as inactive. These rows are one share of the data (hit frequency here may not be typical).

Screening O=C(Nc1ccc(-c2nc3ccccc3o2)c(O)c1)c1ccc(-c2cccc(Cl)c2)o1 returned RNase H inhibition 10.0%.
`Cc1ccc(OCC(=O)O/N=C(\N)c2ccc([N+](=O)[O-])cc2)cc1` gave RNase H inhibition 13.0%.
Screening CCCN1CCC(=NNC(=O)c2cccc(Br)c2)CC1 returned RNase H inhibition 4.0%.
COc1ccc(N=Cc2c(O)n(C3CCCCC3)c(=O)n(C3CCCCC3)c2=O)cc1 was read as RNase H inhibition 9.0%.
For Cc1ccc(C)c(N2CCN(Cc3ccc(C(F)(F)F)cc3)CC2)c1 the results were RNase H inhibition 1.0%.
For CC(C)NC(=O)/C(=C/c1ccccc1)c1ccccc1 the results were RNase H inhibition 2.0%.
For CCOC(=O)c1c(NC(=O)CN2CCCCC2)sc2c1CCCC2 the results were RNase H inhibition 8.0%.
COc1cc(CN2CCN(c3ccccn3)CC2)cc(I)c1O was read as RNase H inhibition 15.0%.
For CCCCCCN1C(=O)C(O)=C(C(C)=O)C1c1ccc(F)cc1 (stereo not given) the results were RNase H inhibition 0.0%.
CC(=O)CCc1c(C)[nH]c2ccc(C)cc2c1=O was read as RNase H inhibition 16.0%.
O=C(Nc1ccc(Cl)cc1)c1ccc2c(c1)OCCO2 was read as RNase H inhibition 18.0%.
Screening COc1ccc(C(=O)Nc2cc(Cl)c(Cl)cc2Cl)cc1 returned RNase H inhibition 16.0%.
CN1CCN(S(=O)(=O)c2ccc(-c3ccc(S(=O)(=O)N4CCN(C)CC4)cc3)cc2)CC1 was read as RNase H inhibition 0.0%.
Screening O=C(NC(=S)Nc1ccc2oc(-c3ccccc3)nc2c1)c1ccccc1 returned RNase H inhibition 11.0%.
COc1ccccc1C(=O)NC(=S)Nc1ccc(N2CCCC2)cc1 was read as RNase H inhibition 19.0%.
C/C(=C\C(=O)c1ccc(Br)cc1)Nc1ccccc1C was read as RNase H inhibition 10.0%.
`C/C(CN1C(=O)c2ccccc2C1=O)=N\NC(=O)c1cccc(Cl)c1` gave RNase H inhibition 5.0%.
`CCOc1cc(C(=O)Nc2cccc(OC)c2)cc(OCC)c1OCC` gave RNase H inhibition 11.0%.
Screening O=C(Oc1cccc2ccccc12)c1cccc([N+](=O)[O-])c1 returned RNase H inhibition 12.0%.
`COc1ccccc1C(=O)Nc1nnc(-c2ccco2)s1` gave RNase H inhibition 0.0%.

Random excerpt: seven entries already listed.
`C/C(CN1C(=O)c2ccccc2C1=O)=N\NC(=O)c1cccc(Cl)c1` gave RNase H inhibition 5.0%.
For Cc1ccc(C)c(N2CCN(Cc3ccc(C(F)(F)F)cc3)CC2)c1 the results were RNase H inhibition 1.0%.
C/C(=C\C(=O)c1ccc(Br)cc1)Nc1ccccc1C was read as RNase H inhibition 10.0%.
CN1CCN(S(=O)(=O)c2ccc(-c3ccc(S(=O)(=O)N4CCN(C)CC4)cc3)cc2)CC1 was read as RNase H inhibition 0.0%.
For CC(C)NC(=O)/C(=C/c1ccccc1)c1ccccc1 the results were RNase H inhibition 2.0%.
`COc1ccccc1C(=O)Nc1nnc(-c2ccco2)s1` gave RNase H inhibition 0.0%.
Screening O=C(Nc1ccc(-c2nc3ccccc3o2)c(O)c1)c1ccc(-c2cccc(Cl)c2)o1 returned RNase H inhibition 10.0%.

(further entries)
`CCOc1cccc(NC(=O)/C(C#N)=C/c2cc(C)n(-c3ccc(Br)cc3)c2C)c1` gave RNase H inhibition 10.0%.
CC(Nc1cc(=O)n(C)c(=O)[nH]1)c1ccccc1 (stereo not given) was read as RNase H inhibition 12.0%.
`O=C(NC1CC2CCC1C2)c1ccccc1Cl` (stereo not given) gave RNase H inhibition 6.0%.
For Cc1c(Cl)cccc1NC(=O)CCCc1ccccc1 the results were RNase H inhibition 3.0%.
Screening COP(=O)(OC)C(Nc1cccc(C(F)(F)F)c1)c1c[nH]c2ccccc12 (stereo not given) returned RNase H inhibition 3.0%.
Cc1cc(/C=N\Nc2ccc([N+](=O)[O-])cn2)c(C)n1-c1ccccc1F was read as RNase H inhibition 25.0%.
For CCOC(=O)/C(C#N)=N/Nc1cc(C(=O)Nc2cc(Cl)ccc2Cl)ccc1C(=O)OC the results were RNase H inhibition 5.0%.
Clc1ccc(/C=N/Nc2nc3ccccc3s2)c(Cl)c1 was read as RNase H inhibition 19.0%.
`COc1ccc(O)c(/C=N/NC(=O)c2ccn(Cc3ccc(Cl)cc3Cl)n2)c1` gave RNase H inhibition 10.0%.
For CCCC(=O)N1CCN(c2cc(N3CCC(C)CC3)c(F)cc2[N+](=O)[O-])CC1 the results were RNase H inhibition 14.0%.
Screening Cc1cc(C)nc(SCC(=O)c2cccc3ccccc23)n1 returned RNase H inhibition 30.0%.
`NC(=O)c1cc([N+](=O)[O-])ccc1NCc1cccnc1` gave RNase H inhibition 9.0%.
`Cc1ccc(Cl)cc1NC(=O)CN(CCc1ccccc1)S(=O)(=O)c1ccccc1` gave RNase H inhibition 16.0%.
For COc1ccccc1N1C(=O)/C(=C/c2c(Cl)cccc2Cl)SC1=S the results were RNase H inhibition 8.0%.
Cc1ccc(S(=O)(=O)NCCNc2cc(Cl)ccc2[N+](=O)[O-])cc1 was read as RNase H inhibition 2.0%.
COC(=O)CN(c1ccc(Cl)cc1Cl)S(=O)(=O)c1ccc(C)cc1 was read as RNase H inhibition 14.0%.
C=CCn1c(CC)nc2ccccc21 was read as RNase H inhibition 2.0%.
`O=C(CN(c1ccc(Br)cc1)S(=O)(=O)c1ccccc1)NCC1CCCCC1` gave RNase H inhibition 4.0%.
`CCOC(=O)C(C#N)C1(Cc2ccccc2)CCOC(C)(C)C1` (stereo not given) gave RNase H inhibition 0.0%.
Screening Cc1ccc(C(=O)Nc2sc(C)c(C)c2C(N)=O)cc1 returned RNase H inhibition 0.6µM*.
Screening Cc1ccnc(N2C(=O)c3ccc(C(=O)O)cc3C2=O)c1 returned RNase H inhibition 15.0%.
O=C(c1cnn2c(C(F)(F)F)cc(-c3cccs3)nc12)N1CCCCC1 was read as RNase H inhibition 30.0%.
For CC1(C)Oc2ccc3ccc(=O)oc3c2C/C1=N\O the results were RNase H inhibition 0.0%.
`COc1ccc(Br)c(/C=N/NC(=O)CCCCCCC(=O)N/N=C/c2cc(OC)ccc2Br)c1` gave RNase H inhibition 13.0%.
`Cc1nn(C(=O)c2ccc(Cl)cc2)c(C)c1Sc1ccccc1` gave RNase H inhibition 17.0%.
For CCCCCCCCc1nnc(NC(=O)CC)s1 the results were RNase H inhibition 7.0%.
For O=C1NN(c2ccc(Br)cc2)C(=O)/C1=C\c1ccc(-c2cccc(C(=O)O)c2)o1 the results were RNase H inhibition 16.0%.
For NC(C(=O)O)C(O)c1ccccc1[N+](=O)[O-] (stereo not given) the results were RNase H inhibition 14.0%.
Screening COc1ccc(C2/C(=C(\O)c3ccccc3)C(=O)C(=O)N2CCCC(=O)O)c(OC)c1 (stereo not given) returned RNase H inhibition 1.0%.
Screening COc1cccc(/C=N/NC(=O)C(=O)N2CCCCCC2)c1O returned RNase H inhibition 4.0%.
Screening C=CCc1cccc(/C=N/NC(=O)c2cc(Br)cc(Br)c2O)c1O returned RNase H inhibition 0.0%.
Screening COc1ccc(/C=C2/NC(=S)N(c3ccc(OC)cc3)C2=O)cc1 returned RNase H inhibition 15.0%.
Cc1cc2nc(-c3ccc(C)c(NC(=O)c4cc(Cl)ccc4Cl)c3)oc2cc1C was read as RNase H inhibition 18.0%.
O=C(Cc1ccccc1)NN1C(=O)/C(=C/c2cccs2)SC1=S was read as RNase H inhibition 14.0%.
Screening CCc1ccc(S(=O)(=O)n2nnc3ccccc32)cc1 returned RNase H inhibition 9.0%.
CC(=O)C1=C(O)C(=O)N(c2nc3ccccc3s2)C1c1ccc(C(C)C)cc1 (stereo not given) was read as RNase H inhibition 11.0%.
`COc1ccc(/C=C2\C(=O)NC(=O)N(c3ccc(F)cc3)C2=O)cc1OC` gave RNase H inhibition 0.0%.
Screening O=C(CSc1n[nH]c(-c2ccco2)n1)N1CCOCC1 returned RNase H inhibition 5.0%.
For CCOc1cc(/C=N/NC(N)=O)cc(Br)c1OCc1ccccc1 the results were RNase H inhibition 19.0%.
O=C1NC(=S)N(c2cccc(Cl)c2)C(=O)/C1=C\C=C\c1ccccc1[N+](=O)[O-] was read as RNase H inhibition 34.0%.
`Nc1nnc(SCC(=O)N2c3ccccc3CCc3ccccc32)s1` gave RNase H inhibition 2.0%.
`Cc1ccc(/C=C2\SC(=S)N(CCCC(=O)NC3CCCCC3)C2=O)cc1` gave RNase H inhibition 7.0%.
For COc1cccc(NC(=O)c2cccc(C(F)(F)F)c2)c1 the results were RNase H inhibition 3.0%.
For CC(C)(C)c1ccc(C(=O)NNC(=O)c2ccccc2Cl)cc1 the results were RNase H inhibition 11.0%.
COC(=O)c1nn(-c2ccccc2)nc1-c1nn(-c2ccccc2)nc1C(=O)OC was read as RNase H inhibition 0.0%.
`Cc1cc(C)cc(OCC(=O)NNC(=O)c2ccco2)c1` gave RNase H inhibition 7.0%.
Screening CN1CCN(C(=O)CN(c2cccc([N+](=O)[O-])c2)S(=O)(=O)c2ccccc2)CC1 returned RNase H inhibition 2.0%.
CCc1ccccc1NC(=O)CN(c1ccc(OC)cc1)S(=O)(=O)c1ccc(C)cc1 was read as RNase H inhibition 7.0%.
Screening CCCOc1ccc(-c2cc(C(=O)N3CCCCCC3)c3ccccc3n2)cc1 returned RNase H inhibition 16.0%.
`CC(=O)C1=C(O)C(=O)N(CCCO)C1c1ccc(Br)cc1` (stereo not given) gave RNase H inhibition 5.0%.
For Cc1ccc(S(=O)(=O)N(Cc2ccccc2)c2ccccc2C(=O)Nc2c(C)n(C)n(-c3ccccc3)c2=O)cc1 the results were RNase H inhibition 8.0%.
Screening CCOC(=O)C1=NNC2C(=O)N(c3ccccc3C)C(=O)C12 (stereo not given) returned RNase H inhibition 3.0%.
`Cc1ccc2nc(-c3ccc(NC(=S)NC(=O)c4oc5ccccc5c4C)cc3)sc2c1` gave RNase H inhibition 9.0%.
Screening COc1ccccc1NCC(=O)N/N=C/c1ccccc1OCc1ccc(Br)cc1 returned RNase H inhibition 15.0%.
`CCC(=O)N1c2ccccc2-c2nnc(SC)nc2OC1c1ccc(-c2ccc(F)cc2)o1` (stereo not given) gave RNase H inhibition 13.0%.
`Cc1ccc2cccc(OC(=O)c3ccc(Br)o3)c2n1` gave RNase H inhibition 15.0%.
Screening O=C(c1ccccc1F)N1CCN(C2CC3CCC2C3)CC1 (stereo not given) returned RNase H inhibition 0.0%.
For COc1ccc(OC)c(Nc2cc(C)c3ccccc3n2)c1 the results were RNase H inhibition 30.0%.
For COc1ccc(C(=O)Nc2ccc(C(N)=O)cc2)cc1[N+](=O)[O-] the results were RNase H inhibition 16.0%.
Screening COc1ccc(/C=C2/C(=O)NC(=O)N(c3ccc(C)cc3)C2=O)c(OC)c1 returned RNase H inhibition 14.0%.
`CC1=C(C(=O)OCCc2ccccc2)C(c2ccc(Cl)c(Cl)c2)NC(=O)N1C` (stereo not given) gave RNase H inhibition 26.0%.
Screening Oc1cccc(/C=N/Nc2ccccn2)c1 returned RNase H inhibition 11.0%.
`CC(C)COc1ccc(C(N)CC(=O)O)cc1` (stereo not given) gave RNase H inhibition 2.0%.
CCCOc1ccccc1C1NC(=O)c2c(sc3c2CCCC3)N1 (stereo not given) was read as RNase H inhibition 15.0%.
`COc1ccc(S(=O)(=O)Nn2cnnc2)cc1` gave RNase H inhibition 3.0%.
For Cc1ccc2nc(-c3ccc(F)cc3)oc(=O)c2c1 the results were RNase H inhibition 11.0%.
`Cc1ccc(C(=O)c2ccc(N3CCCCC3)c([N+](=O)[O-])c2)c(C)c1` gave RNase H inhibition 22.0%.
For CCC(C)NC(=O)c1c(Cl)ccc(Cl)c1OC (stereo not given) the results were RNase H inhibition 23.0%.
COc1ccc(-c2cc(C(=O)Nc3cccc(Cl)c3)c3ccccc3n2)cc1OC was read as RNase H inhibition 14.0%.
`CCc1ccc(/C=C2\SC(=S)N(CCCC(=O)N3CCCc4ccccc43)C2=O)cc1` gave RNase H inhibition 45.0%.

Arranged by molar mass (highest first): some entries from above.
CCCOc1ccccc1C1NC(=O)c2c(sc3c2CCCC3)N1 (stereo not given) was read as RNase H inhibition 15.0%.
`Cc1ccc(C(=O)c2ccc(N3CCCCC3)c([N+](=O)[O-])c2)c(C)c1` gave RNase H inhibition 22.0%.
Screening Oc1cccc(/C=N/Nc2ccccn2)c1 returned RNase H inhibition 11.0%.

Other records
`CCN(CC)c1ccc(C=Nc2ccc3ccccc3c2)c(O)c1` gave RNase H inhibition 5.0%.
For COc1cc(/C=c2/sc3nc4ccccc4n3c2=O)cc(I)c1OCc1ccccc1 the results were RNase H inhibition 3.0%.
Screening COc1ccc(C(=O)N=Nc2c(O)[nH]c3c(C)cc([N+](=O)[O-])cc23)cc1 returned RNase H inhibition 17.0%.
For CCOC(=O)C1=C(C)N=c2s/c(=C\c3cc(Br)c(OCc4ccc(Cl)cc4)c(OC)c3)c(=O)n2C1c1ccc(C)cc1 (stereo not given) the results were RNase H inhibition 2.0%.
`CCOc1cc(/C=C2\SC(=S)N(Nc3ccccc3)C2=O)ccc1O` gave RNase H inhibition 25.0%.
`O=C(NC(=S)Nc1ccc(F)cc1)c1cccc(F)c1` gave RNase H inhibition 10.0%.
For COC(=O)c1c(NC(=O)c2cc3ccccc3o2)sc2c1CCC(C)C2 (stereo not given) the results were RNase H inhibition 8.0%.
`Cc1cc(OCC(=O)Nc2ccc(-c3nc4ncccc4o3)cc2)ccc1Cl` gave RNase H inhibition 11.0%.
`COc1ccc(/C(C)=N/Nc2nc(C)cc(-c3ccccc3)n2)cc1` gave RNase H inhibition 0.0%.
For COc1ccc2c(c1OC)C(=O)OC2Nc1cc(C)ccn1 (stereo not given) the results were RNase H inhibition 0.0%.
Screening N#C/C(=C/c1ccc(C(=O)O)cc1)C(=O)Nc1ccccc1 returned RNase H inhibition 13.0%.
For O=C(/C=C/c1cccc([N+](=O)[O-])c1)Nc1ccc(-c2nc3ncccc3o2)cc1 the results were RNase H inhibition 0.0%.
For COc1ccc(C2=[N+]([O-])C(C)(C)N(O)C2(C)C)cc1 the results were RNase H inhibition 8.0%.
Screening COc1ccccc1N1CCN(C(=O)COc2ccccc2)CC1 returned RNase H inhibition 26.0%.
O=C(Nc1ccc2c(c1)oc1ccccc12)c1cccc2ccccc12 was read as RNase H inhibition 15.0%.
For NC1=NC(=O)C(CC(=O)Nc2ccc(Cl)cc2)S1 (stereo not given) the results were RNase H inhibition 21.0%.
CCc1ccccc1NC(=O)CCSc1ccc(Cl)cc1 was read as RNase H inhibition 11.0%.
